# E coli Lon inh = inhibitors of E. coli Lon protease. P0A9M0. purified E. coli Lon protease, fluorescence polarization. inhibition, % at 7.94 µM. 0.42% of 360,000 active. AID 602123; in the data active means inhibition above about 13%, passing the limit was not always enough;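 further: 0% = enzyme with probe and DMSO and 100% = no enzyme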
# bovine MsrA act = bovine methionine sulfoxide reductase A activation; activation, % at 10.6 µM; 0.3% of 360,000 active; purified bovine MsrA, absorbance read-out; in the data active means activation above about 7.5%;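 further: 0% = vehicle and 100% = reference activator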
# MsrA inhibitor = inhibitors of bovine MsrA | purified bovine MsrA, absorbance read-out | inhibition, % at 15.5 µM | 0.75% of 360,000 active | AID 651718; in the data active means inhibition above about 4.5%;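 further: 0% = vehicle wells with enzyme and 100% = reference inhibitor wells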
# SUMO1-SIM PPI = SUMO1-SIM interaction modulation | 0.33% of 360,000 active | SUMO1 binding to a labelled peptide, TR-FRET, 1 h | inhibition, % at 20 µM; in the data active means inhibition above about 37%
# Target sequence (P63165 whole entry, looked up): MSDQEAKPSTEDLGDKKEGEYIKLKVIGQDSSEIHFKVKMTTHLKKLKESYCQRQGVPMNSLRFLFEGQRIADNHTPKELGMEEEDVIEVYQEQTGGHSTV
# LMPTP block = LMPTP (human) inhibition; P24666; 0.22% of 360,000 active; recombinant LMPTP-A, OMFP fluorogenic substrate, fluorescence intensity; AID 651560; inhibition, % at 20 µM;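 active means compounds that cut the enzyme signal by at least half of the control window in the single-dose screen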;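 further: plate controls were DMSO wells with enzyme plus substrate for no effect and substrate without enzyme for full effect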
#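 Test system – LMPTP-A enzyme · Amount – LMPTP-A at 0.625 nM final in the reaction · Buffer or medium – Bis-Tris pH 6.0, DTT, detergent · Reagent – OMFP 400 µM · Doses – single 20 µM dose · Schedule – reaction 50 min, room temperature, dark · Detection – fluorescence intensity of OMFP turnover product · Evaluation – percent inhibition versus substrate-only and uninhibited controls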
# DNMT1 block = inhibitors of human DNMT1. DNMT1 molecular beacon, Hinp1I cleavage, fluorescence. inhibition (reported as % activation of signal), % at 10 µM. 0.83% of 360,000 active; in the data active means inhibition above about 50%
# STEP inh = blocks human striatal-enriched tyrosine phosphatase. P54829. recombinant STEP, OMFP fluorogenic substrate, fluorescence. inhibition, % at 20 µM. 0.25% of 360,000 active. AID 588621;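 active means inhibition at 20 µM, scaled per plate between control wells, above about 37%, limit read from the data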;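 further: 0% = DMSO with enzyme and substrate and 100% = substrate only without enzyme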
#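 Assay system: isolated STEP enzyme / Timing: 20 min at room temperature, dark / Doses: 20 µM, 1% DMSO / Technique: fluorescence intensity, excitation 480 nm, emission 540 nm / Reagent: fluorogenic phosphatase substrate OMFP at 25 µM final / Measure: percent inhibition scaled to no-enzyme and uninhibited-enzyme controls, plate-pattern corrected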
# Scp1 inh = blocks human Scp-1 phosphatase activity; 0.88% of 340,000 active; inhibition, % at 20 µM; Q9GZU7; Recombinant Scp1, phosphopeptide, malachite green phosphate absorbance;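 active means inhibition above about 50% at 20 µM, limit read from the data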;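 further: plate controls were DMSO wells with enzyme for no effect and wells lacking enzyme for full effect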
#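 Test system: SCP-1 catalytic domain; Buffer or medium: Acidic Tris acetate buffer with magnesium and detergent; Also added: Phosphorylated 17-residue peptide substrate; Compound: single 20 µM dose, 1% DMSO; Schedule: enzyme reaction 45 min at room temperature, colour 5 min, stabilisation 30 min; Signal: Phosphate-binding colour reagent, absorbance read at 630 nm.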
# TbMetRS inhib = Trypanosoma brucei MetRS inhibition. 0.4% of 360,000 active. inhibition, % at 11.9 µM. purified T. brucei MetRS, ATP depletion, Kinase-Glo luminescence;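 active means inhibition above a per-plate cutoff of the control wells' mean inhibition plus 3 SD, cut at about 5.5% in these data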;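 further: 0% = DMSO wells median and 100% = median of wells with control inhibitor compound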
#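 Test system: purified T. brucei MetRS enzyme. Also added: ATP, methionine and E. coli bulk tRNA substrates. Compound: 11.9 µM single point. Schedule: 15 min enzyme-compound preincubation, 2 h reaction, 10 min detection, 25 °C. Signal: luciferase luminescence of residual ATP, Kinase-Glo. Evaluation: percent inhibition versus plate control medians. Controls: DMSO wells, low control.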
# CendR NRP1 mod = alters CendR peptide binding to human NRP-1 | O14786 | FAM-RPARPAR peptide binding to NRP-1, fluorescence polarization | inhibition, % at 25 µM | 0.85% of 360,000 active;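 active means inhibition or corrected inhibition above about 18%, plus a signal ratio from 0.5 to 1.5, limit read from the data, passing the limit was not always enough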; further: strong numbers were not always called active
# Target sequence (O14786 whole entry, looked up): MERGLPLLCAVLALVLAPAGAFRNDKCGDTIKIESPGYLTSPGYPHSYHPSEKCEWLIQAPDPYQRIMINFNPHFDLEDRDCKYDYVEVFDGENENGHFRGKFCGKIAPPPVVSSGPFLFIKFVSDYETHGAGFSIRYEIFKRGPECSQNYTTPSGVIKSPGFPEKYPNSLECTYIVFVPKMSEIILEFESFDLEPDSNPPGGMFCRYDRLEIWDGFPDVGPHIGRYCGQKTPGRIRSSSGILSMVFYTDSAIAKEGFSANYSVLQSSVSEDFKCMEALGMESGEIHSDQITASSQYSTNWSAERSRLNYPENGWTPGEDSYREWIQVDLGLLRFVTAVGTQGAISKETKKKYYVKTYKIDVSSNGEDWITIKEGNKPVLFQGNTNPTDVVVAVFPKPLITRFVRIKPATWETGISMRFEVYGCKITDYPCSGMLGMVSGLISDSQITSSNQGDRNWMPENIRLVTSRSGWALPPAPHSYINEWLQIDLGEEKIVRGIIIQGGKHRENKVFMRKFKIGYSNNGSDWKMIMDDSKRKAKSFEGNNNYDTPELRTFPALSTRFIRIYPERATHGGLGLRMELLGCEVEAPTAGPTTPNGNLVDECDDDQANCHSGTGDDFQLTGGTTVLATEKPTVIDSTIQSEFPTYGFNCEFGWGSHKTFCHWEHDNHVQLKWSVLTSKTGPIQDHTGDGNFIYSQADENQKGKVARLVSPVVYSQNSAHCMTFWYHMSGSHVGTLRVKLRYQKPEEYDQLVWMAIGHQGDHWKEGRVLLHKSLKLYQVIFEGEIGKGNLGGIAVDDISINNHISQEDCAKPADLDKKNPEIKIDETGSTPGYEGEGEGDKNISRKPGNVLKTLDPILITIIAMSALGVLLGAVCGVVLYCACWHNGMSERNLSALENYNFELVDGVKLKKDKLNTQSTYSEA
# An asterisk follows results filed as active; · = not tested or not shown.
SMILES,E coli Lon inh,bovine MsrA act,MsrA inhibitor,SUMO1-SIM PPI,LMPTP block,DNMT1 block,STEP inh,Scp1 inh,TbMetRS inhib,CendR NRP1 mod
CCOC(=O)c1c(C)[nH]c(C)c1S(=O)(=O)NCCN1CCN(c2cc(Cl)ccc2C)CC1,-7,0,-0.2,6,2.0,-18,-2,-7,-0.4,2
COC(=O)CC#N,0,-1,0.6,-4,-1.1,-2,-3,-6,-0.4,-12
OC(COc1ccc2c(c1)CCC2)CN1CCN(c2ccccc2F)CC1 (centres undefined),-5,-2,0.5,5,0.5,1,1,1,-0.2,-1
CC(=O)Nc1ccc(NC(=O)CSc2ccccn2)cc1,-2,-7,0.1,2,-1.2,2,3,-2,-1.1,-1
CC(C)/C(=N/Nc1ccccc1[N+](=O)[O-])c1ccccc1,1,-7,0.1,-4,2.1,5,5,-2,-0.8,11
COCCNC(=O)/C(C#N)=C/c1nc(N(C)C)n(-c2ccc(F)cc2)c1Cl,-4,-4,0.8,-8,0.1,-1,-4,-4,-0.6,14
COc1ccc([N+](=O)[O-])cc1NC(=O)c1cn(-c2ccc(Cl)cc2)c(=O)c2ccccc12,1,-3,-0.6,-1,1.1,3,-1,-10,-0.6,0
COc1ccc(NC(=O)CCSc2ccc3ccccc3n2)cc1,-5,-5,0.3,0,0.6,-4,2,0,0.2,3
CCN(CC)CCCCCCCCOC(=O)c1cc(OC)c(OC)c(OC)c1,3,1,-1.1,7,-0.2,0,-1,6,-0.8,1
Cc1c(C(=S)Nc2ccccc2)cnn1-c1ccc([N+](=O)[O-])cc1,-4,-2,0.8,-22,1.2,-7,-8,-9,0.5,-2
Cc1cc2cc(CN(CC3CCCO3)C(=O)c3cnccn3)c(=O)[nH]c2cc1C (centres undefined),-3,-8,1.9,-1,-1.5,6,-2,0,-1.3,-4
O=C(CN1CCN(c2ccccn2)CC1)N1c2ccccc2CCc2ccccc21,-6,-2,1.0,6,-0.5,0,0,-2,-0.4,10
CCC(C(=O)Nc1nc(C)cs1)c1ccccc1 (centres undefined),5,-1,1.0,-3,0.3,-7,0,-1,0.7,4
CCOCCCNC(=O)/C(C#N)=C/c1ccc(-c2ccc(S(=O)(=O)N3CCOCC3)cc2)o1,-4,-4,·,-24,1.5,-12,-1,-11,-0.1,-2
CCOc1cc2c(cc1OCC)C(C(=O)O)C(c1ccc(OC)c(O)c1)N(C)C2=O (centres undefined),3,-1,-0.4,2,0.4,0,0,-6,0.0,8
NC(=O)c1cc(S(=O)(=O)Nc2ccc(OC(F)(F)F)cc2)cs1,0,0,-0.4,10,1.5,0,6,-7,0.5,16
O=C(c1ccco1)N1CCN(C2CC(=O)N(c3ccc(F)c(Cl)c3)C2=O)CC1 (centres undefined),-9,1,-0.6,-1,0.6,-2,-1,-2,0.4,-2
O=C(CSc1ncnc2c1nnn2-c1ccc(F)cc1)NCc1ccco1,-2,-2,-0.1,2,0.9,5,3,3,0.4,-4
CCOc1ccc(Br)cc1-c1noc(-c2cccs2)n1,-8,0,1.3,1,1.8,4,1,-13,-1.4,6
CCOC(=O)c1cc(-c2ccc(C)o2)nn1CCC#N,-13,0,0.0,-3,0.2,-2,-11,-10,-0.9,-14
Cc1ccc(NC(=O)c2oc3ccccc3c2COC(C)C)cc1S(=O)(=O)N1CCOCC1,3,-3,0.0,-2,2.4,4,-2,-8,-0.1,9
O=C(Nc1cccc([N+](=O)[O-])c1)C1C2CC/C=C\CCC21 (centres undefined),5,-8,-1.1,-4,1.2,-13,3,-7,-0.4,41*
Cc1[nH]c2ccccc2c1CCN(Cc1cccnc1)C(=S)Nc1ccc(F)cc1,8,1,-0.3,3,0.6,-15,0,-7,-0.1,4
CCC1(CC)C(=O)C(C)(C)C(=O)OC1c1ccccn1 (centres undefined),-5,-2,0.3,1,-1.6,1,4,2,-0.3,2
COc1ccc(NC(C)=O)cc1S(=O)(=O)NCc1ccc2c(c1)OCO2,-1,-6,-0.2,-4,-0.9,1,-3,·,-0.5,-7

# CendR NRP1 mod, what is marked active above
SMILES,E coli Lon inh,bovine MsrA act,MsrA inhibitor,SUMO1-SIM PPI,LMPTP block,DNMT1 block,STEP inh,Scp1 inh,TbMetRS inhib,CendR NRP1 mod
O=C(Nc1cccc([N+](=O)[O-])c1)C1C2CC/C=C\CCC21 (centres undefined),5,-8,-1.1,-4,1.2,-13,3,-7,-0.4,41*

# Limited to LMPTP block, STEP inh and DNMT1 block, for some of the entries so far:
mol,LMPTP block,STEP inh,DNMT1 block
COc1ccc(NC(=O)CCSc2ccc3ccccc3n2)cc1,0.6,2,-4
CCN(CC)CCCCCCCCOC(=O)c1cc(OC)c(OC)c(OC)c1,-0.2,-1,0
Cc1c(C(=S)Nc2ccccc2)cnn1-c1ccc([N+](=O)[O-])cc1,1.2,-8,-7
Cc1cc2cc(CN(CC3CCCO3)C(=O)c3cnccn3)c(=O)[nH]c2cc1C (centres undefined),-1.5,-2,6

# Three entries from above, reformatted.
molecule | E coli Lon inh | bovine MsrA act | MsrA inhibitor | SUMO1-SIM PPI | LMPTP block | DNMT1 block | STEP inh | Scp1 inh | TbMetRS inhib | CendR NRP1 mod
CCOc1ccc(Br)cc1-c1noc(-c2cccs2)n1 | -8 | 0 | 1.3 | 1 | 1.8 | 4 | 1 | -13 | -1.4 | 6
CCOC(=O)c1cc(-c2ccc(C)o2)nn1CCC#N | -13 | 0 | 0.0 | -3 | 0.2 | -2 | -11 | -10 | -0.9 | -14
Cc1ccc(NC(=O)c2oc3ccccc3c2COC(C)C)cc1S(=O)(=O)N1CCOCC1 | 3 | -3 | 0.0 | -2 | 2.4 | 4 | -2 | -8 | -0.1 | 9

# Later entries.
SMILES,E coli Lon inh,bovine MsrA act,MsrA inhibitor,SUMO1-SIM PPI,LMPTP block,DNMT1 block,STEP inh,Scp1 inh,TbMetRS inhib,CendR NRP1 mod
CCOc1ccc(/C=C/C(=O)N(CC)CC(=O)Nc2ccc3c(c2)OCCO3)cc1OCC,-1,-4,1.2,-6,0.6,-1,0,-1,0.1,4
C=C1CCN([C@@H](CC(C)C)C(=O)Nc2ccc(OC)cc2)S(=O)(=O)c2ccccc21,13,-2,0.6,3,-0.4,-1,-1,-6,-0.4,15
CC(C)C(=O)N1CCC1(C)C(=O)Nc1ccc2cn[nH]c2c1 (centres undefined),-3,0,0.3,-3,-1.1,-1,-3,·,-0.2,11
CN(C)CCCCCNCCCNC(=O)/C=N\O,-2,-4,-0.3,1,-7.2,-4,-1,-1,-0.2,-2
Cc1nccc(-c2cccc(NC(=O)c3ccccc3Cl)c2)n1,-8,-6,0.2,0,-0.8,-3,-2,1,-0.4,9
COc1ccc(CNC(=O)CCS(=O)(=O)Cc2ccc(C)cc2)c(OC)c1,6,-5,0.5,1,-1.0,-3,0,-3,-0.3,-7
Cc1cc(C)nc(NCC(O)COc2ccccc2C)n1 (centres undefined),-1,-2,1.3,-1,0.7,5,-2,0,0.1,1
Cc1ccc(S(=O)(=O)CCC(=O)N2CCN(c3ccc([N+](=O)[O-])cc3)CC2)cc1,2,-5,2.5,-32,0.9,-1,2,59*,-0.4,10
CC(C)c1cccc(-c2csc(C(O)c3cccc(Cl)c3)n2)c1 (centres undefined),4,1,-0.5,0,4.0,6,-1,·,-0.1,-4
CC(=O)Nc1ccc(SCCCC(=O)c2ccccc2)cc1,0,-5,-2.1,3,-0.2,1,0,-7,-0.7,-1
CCOc1nc2ccccc2cc1/C=C/C(=O)O,1,-3,0.5,1,0.8,5,0,-3,-0.5,-4
CC(=O)OCCOCn1cnn2c(=O)c(Br)c(C)nc12,-3,-2,-0.7,-6,0.8,1,2,-7,-0.3,-2
Cn1c(CNC(=O)c2ccccc2F)cc2ccccc21,6,-2,0.8,-10,-1.6,-3,0,-4,0.1,14
COc1ccccc1CNC(=O)CSc1nc2c(oc3ccccc32)c(=O)n1CC1CCCO1 (centres undefined),6,-2,0.6,1,0.7,3,3,-7,-0.3,-1
Cc1onc(-c2ccccc2)c1C(=O)NCCc1ccncc1,6,-13,0.2,1,1.2,0,-3,16,-0.7,13
Cc1ccc(NC(=O)COC(=O)c2cccnc2)cc1,7,-2,0.2,-1,-2.1,-6,-2,6,0.2,-8
O=C(CN1CCCCCC1)Nc1c(Cl)cc(Cl)cc1Cl,-13,-11,0.1,-1,-0.1,-1,2,1,0.2,-4
C=C(C)c1cccc(C(C)(C)NC(=O)Nc2ccccc2OCC)c1,0,-2,0.3,0,0.2,4,0,-7,-0.6,2
Cc1cccc(NC(=O)CN2C(=O)NC3(CCCCCCC3)C2=O)c1C,17,3,-0.8,5,-0.9,-2,0,5,-0.2,17
COc1cccc(Oc2ccc(C(F)(F)F)cc2N)c1,1,-11,0.9,2,0.1,-1,-4,3,-1.0,2
COc1ccc(CNc2nc3nc(C)c(Cl)c(C)n3n2)cc1,10,-2,0.0,-1,0.4,-4,-1,-10,-0.4,8
Cc1ccc(NC(=S)NC(NC(=O)c2ccccc2C)C(Cl)(Cl)Cl)c(C)c1 (centres undefined),-2,-1,0.4,3,0.6,0,2,-6,-0.6,9
CCOC(=O)c1c(O)c2ccccc2n(CC)c1=O,1,-2,-0.7,3,-1.7,2,3,20,0.1,-12
Cc1cc(C)cc(SCc2noc(C(=O)NCCC(C)C)c2C(=O)NCCC(C)C)c1,-3,-3,-0.3,4,0.6,4,5,-9,0.6,1
COc1ccc(C(=O)Cn2c(NCCCO)nc3ccccc32)cc1OC,-4,-3,-0.2,5,12,1,-5,-5,-0.3,-11
O=C(c1ccc(-c2ccccc2Cl)o1)N1CCCCCCC1,6,-2,-0.1,2,2.6,-3,1,-15,0.3,2
CCN(CC)C(=O)C(=O)Nc1cc(C(F)(F)F)ccc1Cl,13,-12,0.2,-9,-0.8,-1,-2,3,-0.7,11
CCN(CC)C(=O)C1=C(C)N(CCCOC)C(=O)C(CC(=O)NC2CCCC2)C1 (centres undefined),0,1,0.1,2,-0.3,0,0,·,0.0,-2
COc1cc(OC)cc(-c2nnc(SCc3cccnc3)o2)c1,-6,-3,0.1,-2,2.2,0,1,-4,-0.3,-14
